Compound activity from PubChem BioAssay.
Cardiac RTF inh: cardiac RTF calcium desensitization | P19429+P45379 | inhibition, % at 7.15 µM | hit rate 0.12% among 340,000 | IANBD-labeled cardiac RTF, Ca2+ fluorescence | AID 493244;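 active = inhibition above the mean inhibition of all tested compounds plus 3 SD, cut at about 17% in these data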;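 also: assay run at fixed EC70 calcium of 1.6 mM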
V-ATPase pH: alters yeast V-ATPase proton transport. hit rate 0.37% among 350,000. S. cerevisiae, pHLuorin cytosolic pH fluorescence. response, % at 10 µM; in the data active = response mostly above about 7.3%, no sharp cut-off; inactive = mostly below about 5.4%; also: actives read high; inactives centre near 0; some compounds called inactive have numbers as strong as hits; reference of the scale not given here
RTF Ca sens act: increases calcium sensitivity of human cardiac regulated thin filaments; hit rate 0.24% among 340,000; P19429+P45379; AID 493008; activation, % at 7.2 µM; IANBD-labeled TnC RTF fluorescence at EC20 calcium; 0% EC20 calcium, 100% full calcium;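 active = activation above the mean over all tested compounds plus 3 SD, cut at about 30% in these data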;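 also: rise in fluorescence read as greater calcium sensitivity of cardiac thin filaments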
Wnt bcat act: Wnt/beta-catenin pathway activation | Wnt/beta-catenin reporter cell assay, activator, plate reader | activation, % at 9.35 µM | hit rate 1.2% among 300,000 | AID 743398; in the data active = activation above about 30%, passing the limit was not always enough;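 also: 0% = neutral control wells and 100% = positive control wells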
DSG3 Ab inh: inhibitors of pemphigus antibody binding to human desmoglein-3; P32926; DSG3-coupled beads, scFv-anti-DSG3-GFP binding, flow cytometry; active compounds read low; binding (percent of control), % at 10 µM; hit rate 0.48% among 310,000; AID 588358;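 active = binding more than 3 SD below its plate's average and above zero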;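 also: hits lower antibody fragment binding to DSG3; some compounds called inactive have numbers as strong as hits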
LANA DNA inh: KSHV C-LANA DNA binding inhibition; hit rate 0.078% among 340,000; inhibition, % at 9 µM; AID 504423; MBP-C-LANA/FAM-LBS DNA binding, fluorescence polarization;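 active = highest replicate inhibition at or above 60% at 9 µM, even if other replicates fall short; inactive = all replicates below 60% inhibition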;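 also: 0% = neutral control wells and 100% = 4 µM acridine orange control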
OPRM1-OPRD1 ag: OPRM1-OPRD1 heterodimerization agonism. P35372+P41143. cells, luminescence. activation, % at 9.3 µM. hit rate 0.3% among 340,000. AID 504326; in the data active = activation above about 18%;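 also: 0% = vehicle-treated cells and 100% = reference agonist; values of inactives mirror those of a sister screen read the other way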
Target sequence (P35372 whole entry, looked up): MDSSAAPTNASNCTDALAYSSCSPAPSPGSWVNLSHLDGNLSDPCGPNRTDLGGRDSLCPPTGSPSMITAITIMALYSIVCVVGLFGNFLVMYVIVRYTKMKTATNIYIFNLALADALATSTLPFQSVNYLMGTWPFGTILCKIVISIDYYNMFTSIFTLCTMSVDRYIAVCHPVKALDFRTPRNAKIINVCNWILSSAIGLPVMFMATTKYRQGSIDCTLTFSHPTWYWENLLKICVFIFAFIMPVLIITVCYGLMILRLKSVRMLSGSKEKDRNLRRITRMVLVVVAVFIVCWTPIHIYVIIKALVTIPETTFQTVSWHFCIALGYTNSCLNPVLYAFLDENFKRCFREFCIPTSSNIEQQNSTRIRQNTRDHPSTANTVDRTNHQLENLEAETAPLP
Target sequence (P41143 whole entry, looked up): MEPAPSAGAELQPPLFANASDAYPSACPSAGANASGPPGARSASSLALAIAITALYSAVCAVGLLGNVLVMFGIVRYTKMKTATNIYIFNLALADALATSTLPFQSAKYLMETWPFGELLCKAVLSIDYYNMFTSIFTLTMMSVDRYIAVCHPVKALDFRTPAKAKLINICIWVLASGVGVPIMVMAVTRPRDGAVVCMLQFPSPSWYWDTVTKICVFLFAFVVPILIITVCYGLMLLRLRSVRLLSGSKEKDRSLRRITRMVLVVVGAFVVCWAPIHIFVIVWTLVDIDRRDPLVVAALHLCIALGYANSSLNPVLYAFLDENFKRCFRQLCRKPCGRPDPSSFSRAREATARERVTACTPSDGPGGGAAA
Keap1-Nrf2 PPI: Keap1-Nrf2 (human) interaction inhibition. Q14145. Keap1 Kelch-Nrf2 peptide fluorescence polarization, 1536-well. inhibition, % at 9.4 µM. hit rate 0.15% among 340,000. AID 504523; in the data active = inhibition above about 12%;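 also: human Keap1 Kelch domain with fluorescein labeled Nrf2 9mer peptide probe; 0% = neutral control wells and 100% = peptide positive control; higher means more block of Keap1 binding to Nrf2 peptide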
MOR-DOR inv ag: inverse agonists of human mu-delta opioid receptor heterodimerization | P35372+P41143 | inhibition, % at 9.3 µM | hit rate 0.21% among 340,000 | cell-based MOR-DOR heterodimer luminescence, inverse agonism; in the data active = inhibition above about 22%, passing the limit was not always enough;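 also: 0% = cells with DMSO and 100% = wells without cells with DMSO; values of inactives mirror those of a sister screen read the other way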
Arr AP2 block: human beta-arrestin and AP2 interaction inhibition | hit rate 0.31% among 340,000 | FITC-arrestin peptide / GST-AP2 beads, flow cytometry; AP2 beta2 appendage carries R879A mutation | inhibition, % at 10 µM | AID 504490;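 active = inhibition above a set limit, near 3 SD of compounds lacking own fluorescence, cut at about 54% in these data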;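 also: plate controls were DMSO wells for no effect and 5 µM unlabelled arrestin peptide for full effect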
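System: GST-AP2 R879A bound to glutathione beads, E. coli-expressed. Also added: 50 nM FITC-arrestin peptide. Schedule: compound with beads 12 min RT, then probe 1 h RT. Signal: bead flow cytometry, FITC channel. Read-out basis: percent response.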
The depositor's hits bear a star; x = no result given. These rows are one share of the data; rates above refer to the full screens.

SMILES	Cardiac RTF inh	V-ATPase pH	RTF Ca sens act	Wnt bcat act	DSG3 Ab inh	LANA DNA inh	OPRM1-OPRD1 ag	Keap1-Nrf2 PPI	MOR-DOR inv ag	Arr AP2 block
CCC(=NCc1ccc2c(c1)OCO2)c1c(O)n(C2CCCCC2)c(=O)[nH]c1=O	-5	0	3	-5	x	-1.1	3.8	-2	-20	8
CCOC(=O)C1C2c3ccccc3O[C@@]1(C)N=C1SCC(=O)N12 (stereo partly specified)	0	-3	2	-1	97	-0.4	0.8	-1	-5	36
O=C(Cn1ccc2ccccc2c1=O)NCC(=O)N1CCC2(CC1)OCCO2	-8	1	4	-3	92	-2.5	0.0	-2	0	-7
CC1(C)CN2C(c3ccc(Cl)cc3)N2C1 (stereo unspecified)	-12	0	4	-2	98	-1.4	0.8	-1	-4	4
CCn1c(C)c(C(=O)Nc2ccc(OC)cc2)c2cc(OC)ccc21	-9	-4	2	16	112	-1.5	-2.3	-2	10	-16
Cc1ccccc1N1CCN(C2CCCN(C(=O)Cc3c(C)noc3C)C2)CC1 (stereo unspecified)	-8	-2	-4	-2	102	-0.1	-1.0	0	5	20
C[C@]12CCC3C(CC[C@H]4C[C@@H](O)CC[C@]34C)C1C/C(=N/O)[C@@H]2O (stereo partly specified)	-6	8	-5	-4	88	0.6	0.6	-2	-3	23
CC(C)CC(=O)Nc1ccc(S(=O)(=O)N2CC3CC(C2)c2cccc(=O)n2C3)cc1 (stereo unspecified)	-5	-1	5	-3	99	0.1	-0.7	0	4	-2
CCN(CC)CCO	0	1	4	1	106	-2.2	-2.2	-3	12	-3
COc1ccc(-n2c(O)c(/C(C)=N/N3CCCCCC3)c(=O)[nH]c2=O)cc1	x	-2	x	3	103	x	x	x	x	16
CCN(CC)C(=O)Oc1ccc(NC(=O)N2CCOCC2)cc1	-3	0	-5	0	112	1.0	-3.8	-5	19	0
CCCCCCn1c(=O)c(C(=O)Nc2c(C)n(C)n(-c3ccccc3)c2=O)c(O)c2ccccc21	-12	11*	-1	1	101	-1.0	1.6	-3	-9	1
Cc1ccc(O)c(C(=O)c2cc(C(=O)NCCC(C)C)c(=O)n(CCC(C)C)c2)c1	10	-2	2	-2	108	-1.1	3.8	-3	-19	10
CN1CC(Br)C(=O)NC1=O (stereo unspecified)	0	1	-5	0	87	0.4	-1.0	-3	5	18
CCOC(=O)C(O)(c1ccc(NC(=O)Oc2ccccc2)cc1)C(F)(F)F (stereo unspecified)	3	0	1	-1	86	0.6	-3.8	-6	19	7
O=C(Cc1ccc(N(CCCl)CCCl)cc1)NC(Cc1ccc(Cl)cc1)C(=O)O (stereo unspecified)	-7	6	-5	-1	99	2.8	-0.4	0	2	-10
Fc1ccc(CCNCc2ccc(Br)cc2)cc1	-9	-1	3	-6	101	0.0	4.9	-6	-35	-1
Cc1ccc(C(=O)n2cc(CCN3CCS(=O)(=O)CC3)c3ccccc32)cc1	-3	2	-6	-10	102	0.8	-1.0	-3	5	21
CC(=O)Nc1ccc(S(=O)(=O)NC(CC(=O)N2CCC3(CC2)OCCO3)C(C)C)cc1 (stereo unspecified)	-4	-2	0	x	106	-1.1	-2.2	-3	10	-3
O=C(O)C(Br)CBr (stereo unspecified)	2	-4	2	0	104	-1.4	-2.8	1	15	-3
COc1ccc(C(=O)C2CCCN(Cc3ccon3)C2)c(OC)c1 (stereo unspecified)	5	-3	-6	-4	90	-0.4	1.7	0	-12	-6
CCCCCCn1c(=O)c(C(=O)Nc2ncccc2C)c(O)c2ccccc21	-3	-1	-2	4	110	0.9	-1.4	-2	7	8
c1ccc(CCN2CCC3(CC2)OCCO3)cc1	-2	-1	2	16	111	0.7	-1.5	-1	8	0
O=c1cccc2n1CC1CC2CN(Cc2cccc(Cl)c2Cl)C1 (stereo unspecified)	-6	5	-1	x	95	-2.5	-2.3	-7	13	-3
OCC12CO[C@@H]3c4ccccc4[C@H](OC1)N32 (stereo partly specified)	-16	-1	-1	-2	118	0.8	0.9	-3	-4	3

Entries shown so far that have a carbonyl joined to an NH by a bond outside any ring (10):
SMILES	Cardiac RTF inh	V-ATPase pH	RTF Ca sens act	Wnt bcat act	DSG3 Ab inh	LANA DNA inh	OPRM1-OPRD1 ag	Keap1-Nrf2 PPI	MOR-DOR inv ag	Arr AP2 block
O=C(Cn1ccc2ccccc2c1=O)NCC(=O)N1CCC2(CC1)OCCO2	-8	1	4	-3	92	-2.5	0.0	-2	0	-7
CCn1c(C)c(C(=O)Nc2ccc(OC)cc2)c2cc(OC)ccc21	-9	-4	2	16	112	-1.5	-2.3	-2	10	-16
CC(C)CC(=O)Nc1ccc(S(=O)(=O)N2CC3CC(C2)c2cccc(=O)n2C3)cc1 (stereo unspecified)	-5	-1	5	-3	99	0.1	-0.7	0	4	-2
CCN(CC)C(=O)Oc1ccc(NC(=O)N2CCOCC2)cc1	-3	0	-5	0	112	1.0	-3.8	-5	19	0
CCCCCCn1c(=O)c(C(=O)Nc2c(C)n(C)n(-c3ccccc3)c2=O)c(O)c2ccccc21	-12	11*	-1	1	101	-1.0	1.6	-3	-9	1
Cc1ccc(O)c(C(=O)c2cc(C(=O)NCCC(C)C)c(=O)n(CCC(C)C)c2)c1	10	-2	2	-2	108	-1.1	3.8	-3	-19	10
CCOC(=O)C(O)(c1ccc(NC(=O)Oc2ccccc2)cc1)C(F)(F)F (stereo unspecified)	3	0	1	-1	86	0.6	-3.8	-6	19	7
O=C(Cc1ccc(N(CCCl)CCCl)cc1)NC(Cc1ccc(Cl)cc1)C(=O)O (stereo unspecified)	-7	6	-5	-1	99	2.8	-0.4	0	2	-10
CC(=O)Nc1ccc(S(=O)(=O)NC(CC(=O)N2CCC3(CC2)OCCO3)C(C)C)cc1 (stereo unspecified)	-4	-2	0	x	106	-1.1	-2.2	-3	10	-3
CCCCCCn1c(=O)c(C(=O)Nc2ncccc2C)c(O)c2ccccc21	-3	-1	-2	4	110	0.9	-1.4	-2	7	8

Continued:
SMILES	Cardiac RTF inh	V-ATPase pH	RTF Ca sens act	Wnt bcat act	DSG3 Ab inh	LANA DNA inh	OPRM1-OPRD1 ag	Keap1-Nrf2 PPI	MOR-DOR inv ag	Arr AP2 block
COC(=O)C1=CO[C@@H](C)[C@@H]2CN3CC[C@@]4(C(=O)Nc5ccccc54)[C@@H]3C[C@H]12	-5	-2	2	1	103	-1.6	-1.1	-3	6	x
COc1cc2occc2c2oc(=O)ccc12	-16	1	2	-1	102	1.1	-1.0	-2	6	1
Cc1ccccc1OCCCn1cc(C(=O)C(=O)N2CCOCC2)c2ccccc21	-9	2	4	-1	118	-1.5	-1.2	3	6	30
CCOC(=O)c1ccccc1C(=O)OCC	-1	-4	16	-1	102	16	-2.2	6	12	-5
CCn1c(=O)cc(OCC(=O)N2CCC3(CC2)OCCO3)c2ccccc21	-9	4	4	x	x	-0.7	0.7	-2	-3	-1
O=C(c1ccccc1F)N1C[C@H]2C[C@@H](C1)c1cccc(=O)n1C2	5	-1	0	-1	97	2.7	-1.3	-4	7	-4
COc1cccc(CNCCc2ccc3c(c2)OCO3)c1OC	-6	-6	-2	1	104	-1.8	0.6	-2	-3	32
COc1cccc(-c2nc3ccc(N4CCN(C)CC4)cc3[nH]2)c1	2	-3	-3	-7	x	-0.5	-2.4	-3	11	47
COc1ccccc1OCC#CCN1CCCC(C)C1 (stereo unspecified)	-1	-1	-3	-1	102	1.4	-2.1	-6	11	1
Cc1[nH]c2ccc(OCc3ccccc3)cc2c1CCN	0	0	7	2	133	-2.3	-2.5	-2	12	-9
O=c1[nH]c(=O)n(CCc2ccccc2)c(O)c1C=NCCN1CCNCC1	-1	-2	7	x	106	-0.7	0.6	-2	-3	19
COC(=O)C1=C(c2ccc(F)cc2F)C[C@@H]2CC[C@H]1N2C(=O)NCCCOC(C)C	1	-4	6	-2	107	1.9	-4.6	-3	21	4
Cc1c(Cl)cccc1NC(=S)N1CC2CC(C1)c1cccc(=O)n1C2 (stereo unspecified)	-2	-7	4	0	78	-0.6	-2.6	-3	12	-2
Cc1ccc(Sc2ccc(C=C3C(=O)N(C)C(=O)N(C)C3=O)o2)cc1	-39	1	9	6	120	-1.0	1.3	-9	-7	0
CC(=O)C1C(=O)NC23CCCCC2C1c1ccccc1O3 (stereo unspecified)	-1	1	6	-5	x	1.4	-3.4	-3	15	-11
Clc1ccc2sc(C3CCNCC3)nc2c1	-4	-2	-9	8	100	2.1	-2.5	1	12	3
Cc1ccc(-n2c(O)c(/C=N/NC(=O)c3ccncc3)c(=O)[nH]c2=O)cc1	-5	-1	3	-1	104	-2.7	0.0	-7	0	25
Cc1nc2ccccc2c(=O)n1-c1ccc(Cl)c(Cl)c1	2	2	1	-2	125	0.9	-1.2	-3	6	3
O=c1c2ccccc2nc(-c2ccco2)n1-c1nccs1	-9	0	0	1	84	0.6	-2.3	-4	14	6
CN1CCc2nc3sc(C#N)c(N)c3c(-c3cccs3)c2C1	-5	6	3	4	97	6.0	0.1	-4	0	4
Cc1ccc(OP(N)(=O)Oc2ccc(C)cc2)cc1	-1	-1	-2	2	106	-0.3	0.6	-1	-3	21
COc1cc(C(=O)NN=Cc2ccc(N(CCCl)CCCl)cc2)cc(OC)c1OC	-1	2	0	-3	121	2.1	-0.6	-2	3	1
COc1ccccc1N1CCNCC1	9	4	4	-1	116	1.0	-1.7	-5	9	-3
Cc1ccccc1[N+](=O)[O-]	-14	1	-5	-2	103	-1.1	-1.0	-3	5	9
COC(=O)C1=C(c2ccc(C(C)=O)cc2)C[C@@H]2CC[C@H]1N2C	2	-2	0	1	99	0.4	-2.6	0	15	-3
CNP1(NC)=Nc2nn(-c3ccccc3)c(N)c2C(c2ccccc2)=N1	-6	2	0	x	99	1.1	-4.1	1	24	1
Cc1nc2ccccc2c(=O)n1-c1ccc(F)cc1	0	-6	-2	-3	124	0.0	-2.5	1	15	8
